Source: PubChem (several laboratories)
NCOA1 inh – SRC1 coactivator transcriptional activity inhibitors, primary screen, cell-based, luminescence; Nuclear receptor coactivator 1 (Homo sapiens), Q15788; HEK293 GAL4-SRC1 luciferase reporter; inhibition, % at 3.6 µM; hit rate 0.12% among 360,000; AID 588354, 2011;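 active = inhibition above the campaign mean plus 3 SD, with each screening campaign given its own cutoff, cut at about 60% in these data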;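 also: 0% = DMSO treated cells and 100% = gossypol at 36 µM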
MC4R ag barr – MC4R agonists recruiting beta-arrestin, primary screen, cell-based, luminescence, agonist arm of biased-ligand search; U2OS MC4R beta-arrestin complementation; percent of melanotan II response, DMSO zero; activation, % at 8.9 µM; hit rate 0.98% among 360,000;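 active = activation above a per-plate cutoff, the mean activation of sample wells on that plate plus 3 SD, cut at about 8% in these data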
SRC3 inh – SRC3 coactivator transcriptional activity inhibitors, primary screen, cell-based, luminescence; Nuclear receptor coactivator 3 (Homo sapiens), Q9Y6Q9; HEK293 GAL4-SRC3 luciferase reporter; inhibition, % at 3.6 µM; hit rate 0.17% among 360,000; AID 588352, 2011;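 active = inhibition above a per-campaign cutoff, the mean of all compounds plus 3 SD, cut at about 60% in these data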;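 also: 0% = DMSO-treated cells and 100% = gossypol-treated cells at 36 µM; higher means less SRC3-driven luciferase light from the GAL4 reporter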
Target sequence (Q9Y6Q9 whole entry, looked up, the tested form may be a part): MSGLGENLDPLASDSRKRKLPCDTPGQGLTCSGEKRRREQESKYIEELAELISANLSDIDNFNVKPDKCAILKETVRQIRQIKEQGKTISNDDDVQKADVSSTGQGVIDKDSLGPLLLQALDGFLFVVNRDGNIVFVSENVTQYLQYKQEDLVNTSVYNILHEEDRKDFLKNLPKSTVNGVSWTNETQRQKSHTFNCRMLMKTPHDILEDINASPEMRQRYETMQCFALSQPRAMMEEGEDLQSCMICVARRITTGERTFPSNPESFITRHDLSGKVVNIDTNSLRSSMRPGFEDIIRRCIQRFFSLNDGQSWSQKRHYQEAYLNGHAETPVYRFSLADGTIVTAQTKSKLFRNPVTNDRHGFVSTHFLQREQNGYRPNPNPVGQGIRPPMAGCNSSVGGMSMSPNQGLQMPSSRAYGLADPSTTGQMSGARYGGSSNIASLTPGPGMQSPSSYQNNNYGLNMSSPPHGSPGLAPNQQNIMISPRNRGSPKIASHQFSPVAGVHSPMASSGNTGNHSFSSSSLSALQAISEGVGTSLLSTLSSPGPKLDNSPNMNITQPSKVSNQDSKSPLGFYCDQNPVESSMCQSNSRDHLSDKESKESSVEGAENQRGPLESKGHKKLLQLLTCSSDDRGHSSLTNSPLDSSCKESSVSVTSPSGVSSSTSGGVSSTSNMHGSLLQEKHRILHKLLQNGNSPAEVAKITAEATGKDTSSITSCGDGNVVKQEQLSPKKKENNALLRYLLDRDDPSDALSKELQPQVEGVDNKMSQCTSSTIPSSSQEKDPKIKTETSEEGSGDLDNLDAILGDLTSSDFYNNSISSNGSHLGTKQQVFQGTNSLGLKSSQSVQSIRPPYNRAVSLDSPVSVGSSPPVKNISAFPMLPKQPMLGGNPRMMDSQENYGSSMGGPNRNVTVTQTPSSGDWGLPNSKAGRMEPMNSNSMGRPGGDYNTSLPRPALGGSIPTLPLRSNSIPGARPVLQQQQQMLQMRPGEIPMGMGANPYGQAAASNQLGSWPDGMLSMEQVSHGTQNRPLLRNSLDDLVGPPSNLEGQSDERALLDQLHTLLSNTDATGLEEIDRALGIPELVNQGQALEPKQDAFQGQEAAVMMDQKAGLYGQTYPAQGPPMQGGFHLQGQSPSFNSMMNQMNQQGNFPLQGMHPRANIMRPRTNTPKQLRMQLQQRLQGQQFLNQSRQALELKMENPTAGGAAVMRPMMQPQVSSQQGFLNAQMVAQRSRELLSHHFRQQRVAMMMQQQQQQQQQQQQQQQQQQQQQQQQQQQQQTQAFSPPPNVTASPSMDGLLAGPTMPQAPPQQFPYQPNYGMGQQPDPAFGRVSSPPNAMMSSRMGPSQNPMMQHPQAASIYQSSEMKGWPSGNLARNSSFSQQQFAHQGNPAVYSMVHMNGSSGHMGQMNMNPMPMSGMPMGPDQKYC
SRC2 inh – inhibition of GAL4-SRC2 driven luciferase reporter, primary screen, SRC2 inhibitor project, cell-based, luminescence; AID 651957, 2012; HEK293 GAL4-SRC2 luciferase reporter; hit rate 0.17% among 370,000; Nuclear receptor coactivator 2 (Homo sapiens), Q15596; inhibition, % at 9 µM;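 active = inhibition above the mean inhibition of all tested compounds plus 3 SD, set per campaign, cut at about 52% in these data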;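 also: 0% = DMSO treated cells and 100% = cells given Gossypol at 36 µM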
NR5A2 inv ag – LRH-1 (NR5A2) inverse agonists, primary screen, cell-based, luminescence, HEK293T, StAR-luciferase reporter | Nuclear receptor subfamily 5 group A member 2 (Homo sapiens), O00482 | LRH-1 transfected, 24 h | inhibition, % at 3.6 µM | hit rate 0.13% among 360,000;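 active = inhibition above the mean inhibition of all tested compounds plus 3 SD, cut at about 73% in these data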;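 also: 0% = DMSO wells and 100% = reporter-only cells lacking LRH-1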
NOD2-RIPK2 inh – NOD2-RIPK2 binding disruptors in cells, primary screen, fluorescence, CHO cells, BLA complementation; AID 624267, 2012; inhibition, % at 4.98 µM; CCF4 ratio; hit rate 0.38% among 360,000; in the data active = inhibition above about 21%;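 also: 0% = vehicle only and 100% = reference blocker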
MC4R antag cAMP – MC4R antagonists of cAMP signaling, primary screen, cell-based, TR-FRET, antagonist arm of biased-ligand search. inhibition, % at 6.5 µM. MC4R-expressing cells, MTII-stimulated cAMP, LANCE TR-FRET. Melanocortin receptor 4 (Homo sapiens), P32245. hit rate 0.48% among 360,000;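 active = inhibition above its plate's cutoff, the mean of tested wells on that plate plus 3 SD, cut at about 29% in these data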;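 also: 0% = Melanotan II alone and 100% = Melanotan II plus saturating MCL0020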
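Material: human MC4R-expressing U2OS cells. Probe or stimulus: Melanotan II challenge. Dosing: 6.5 µM single dose. Times: 30-min compound, 1-h challenge, 1-h detection, room temperature. Technique: TR-FRET with Eu-cAMP and labeled anti-cAMP, 671 nm. Replication: singlicate.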
COUP-TFII inh – NR2F2 transcriptional activity inhibitors, primary screen, cell-based, luciferase reporter, HEK293T, luminescence; HEK293T NGFI-A luciferase reporter; inhibition, % at 8.6 µM; hit rate 0.7% among 370,000; AID 686940, 2013;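 active = inhibition above a per-plate cutoff, mean inhibition of test wells between control levels plus 3 SD, cut at about 38% in these data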;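 also: cells cotransfected with COUP-TFII expression vector driving the NGFI-A reporter; 0% = median of COUP-TF2 test wells and 100% = reporter-only cells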
EBV LMP1 NFkB – EBV LMP1-driven NF-kappaB luciferase reporter inhibitors, primary screen, cell-based, luminescence, single point. LMP1-induced NF-kappaB luciferase reporter cells. inhibition, % at 12.5 µM. AID 504558, 2011. hit rate 0.69% among 350,000; in the data active = inhibition above about 41%;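 also: 0% = neutral control wells and 100% = reference inhibitor control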
TLR9-MyD88 block – inhibitors of TLR9-MyD88 association in cells, primary screen, cell-based, CHO, BLA complementation, fluorescence. Toll-like receptor 9 (Homo sapiens) + Myeloid differentiation primary response protein …. CCF4 FRET ratio. inhibition, % at 4.98 µM. hit rate 0.21% among 340,000. AID 504734, 2011;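 active = inhibition above the mean over all tested compounds plus 3 SD, cut at about 21% in these data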;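 also: 0% = DMSO only wells and 100% = clavulanate BLA inhibitor control wells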
ABHD5-PLIN5 inh – ABHD5-PLIN5 interaction inhibitors, primary screen, cell lysate, split luciferase complementation, luminescence. Split G. princeps luciferase complementation, 4 h. Perilipin-5 (Homo sapiens) + 1-acylglycerol-3-phosphate O-acyltransferase ABHD5 (Homo …. inhibition, % at 4 µM. hit rate 0.78% among 360,000;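 active = inhibition above the mean inhibition across every tested compound plus 3 SD, cut at about 22% in these data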;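 also: 0% = DMSO only wells and the 100% control is not disclosed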
The depositor's hits bear a star; / = no result given. Some of the compounds tested. The share of hits here may be higher or lower than overall.

SMILES	NCOA1 inh	MC4R ag barr	SRC3 inh	SRC2 inh	NR5A2 inv ag	NOD2-RIPK2 inh	MC4R antag cAMP	COUP-TFII inh	EBV LMP1 NFkB	TLR9-MyD88 block	ABHD5-PLIN5 inh
COc1ccc(Cl)cc1C(=O)NNC(=S)NC(=O)c1ccc(F)c(F)c1	-23	-1.9	-12	/	19	-4	4	/	9	-1	0
C[n+]1ccccc1COc1ccc(C(C)(C)C)cc1	5	1.1	-7	18	-3	-1	11	2	2	-15	4
COCc1cc(C)[nH]c(=O)c1C(=O)NC12CC3CC(CC(C3)C1)C2	9	-0.1	11	36	-19	-6	4	13	-6	1	7
COc1ccc(C(=O)C(C)[n+]2ccc(-c3nnc4n3CCCCC4)cc2)cc1 (stereo not given)	6	-1.1	15	-12	10	2	-1	-14	/	/	-3
Cn1ncc2c1NC(c1ccc(F)cc1)SCC2=O (stereo not given)	-10	-0.8	-18	-7	-11	7	12	-3	-5	4	-10
C=CCNC(=O)/C(=C\c1ccc(Br)cc1)NC(=O)c1ccccc1OC	5	-0.4	8	-1	5	2	5	-2	2	2	5
COC(=O)N/N=C/c1ccc(-c2ccc(C)c(Cl)c2)o1	-21	-1.4	10	-18	-18	-8	12	-24	-11	-6	4
O=C1c2ccccc2C(=O)c2c(/C=C/N3CCCCC3)ccnc21	-5	-1.1	-12	-14	35	-4	-9	-3	-7	-5	-7
CCOCCn1c(N2CCN(c3ccc(OC)cc3)CC2)nc2c1c(=O)n(C)c(=O)n2C	-6	-1.3	5	0	12	-11	-7	-6	0	4	2
Cc1onc(-c2ccccc2)c1C(=O)N1CCC(C)(C(=O)O)C1 (stereo not given)	-6	-1.4	-3	-5	0	7	3	9	/	/	2
Cc1nnc(N(C)C(=O)c2ccc3c(c2)OCO3)s1	-13	-0.3	13	-13	1	-3	1	-5	-2	7	11
COc1ccc(N2CCN(C(=O)CSc3nnnn3-c3ccc4c(c3)OCCO4)CC2)cc1	7	-2.2	-1	10	-4	5	12	30	3	-8	0
COc1cc(/C=C(/C#N)c2nc3ccccc3c(=O)[nH]2)ccc1O	-12	2.0	-1	-15	18	-4	12	-10	5	3	2
CCC(c1nc2ccccc2[nH]1)n1c(-c2ccnc(Cl)c2)nc2ccccc21 (stereo not given)	/	/	/	-23	1	-2	/	-6	/	/	-6
CCN1CCN(Cc2nc3c(c(=O)[nH]c(=O)n3C)n2Cc2ccccc2Cl)CC1	-2	0.9	4	-13	-5	1	0	-13	-1	-6	-5
O=C(Nc1ccccc1)Nc1ccc2c(c1)CCC2	-80	-2.9	-110	-33	-158	-7	0	-26	-32	-10	-7
NC(=O)c1ccc(N2CCCC2)nc1	2	-1.6	-16	-7	8	-13	7	-4	4	2	-3
O=C(NCC1(c2ccccc2)CCCC1)c1ccc(Br)cc1	16	4.0	23	-25	15	-4	-4	12	-12	-2	16
CCCCOC(=O)c1nc[nH]c1C(=O)OCCCC	-1	-1.3	-7	3	-19	-6	9	-5	-2	5	5
CC(C)(C)c1cc(C(=O)N/N=C/c2ccncc2)n[nH]1	4	-4.6	9	-7	5	-1	5	-4	7	-1	-6
CCCCN(C(=O)c1ccc(N2CCCC2=O)cc1)c1c(N)n(Cc2ccccc2)c(=O)[nH]c1=O	-13	-1.2	-22	-24	7	-11	0	-9	10	-6	3
CCOC(=O)[C@@H]1[C@H]2COc3ccccc3[C@@H]2N2C(=O)N(c3ccccc3)C(=O)[C@@]12C	6	-0.4	-7	/	17	4	1	/	1	6	-1
Cc1ccc(C(=O)CCC(=O)N2CCC(C(N)=O)CC2)s1	-20	-0.4	-3	8	5	1	0	4	-2	10	1
Cc1ccc(C)c(OCCC(=O)NCCc2ccc(S(N)(=O)=O)cc2)c1	2	0.2	-1	28	5	-5	6	12	4	-5	0
C[C@H](O)[C@@H]1CN2CCc3c([nH]c4ccccc34)[C@@H]2C[C@@H]1N(C)C(=O)Nc1cc(Cl)cc(Cl)c1	-14	1.6	-2	-13	6	5	3	-6	3	0	-9

Brought forward from above: two entries, then new ones.
SMILES	NCOA1 inh	MC4R ag barr	SRC3 inh	SRC2 inh	NR5A2 inv ag	NOD2-RIPK2 inh	MC4R antag cAMP	COUP-TFII inh	EBV LMP1 NFkB	TLR9-MyD88 block	ABHD5-PLIN5 inh
Cc1ccc(C)c(OCCC(=O)NCCc2ccc(S(N)(=O)=O)cc2)c1	2	0.2	-1	28	5	-5	6	12	4	-5	0
C[C@H](O)[C@@H]1CN2CCc3c([nH]c4ccccc34)[C@@H]2C[C@@H]1N(C)C(=O)Nc1cc(Cl)cc(Cl)c1	-14	1.6	-2	-13	6	5	3	-6	3	0	-9
CSc1nsc(SC)c1C(=O)NCCNS(=O)(=O)c1ccc(C)cc1	-6	-1.6	18	2	14	-10	-6	-1	8	-5	-4
CCOc1ncccc1C(=O)OCC(=O)c1ccccc1Br	-10	-2.3	11	5	10	-13	-3	11	0	-8	-3
CN(C(=O)c1ccc2c(=O)n3c(nc2c1)CCCCC3)c1ccccc1F	-11	-0.3	5	10	-39	0	2	-2	0	6	8
CCOC(=O)N1CCC(NC(=O)CN2C(=O)CSc3nc(C)cc(C)c32)CC1	16	0.8	12	1	4	1	5	-9	3	-6	4
CC(C)CCOc1ccc(C(=O)NNC(=O)CNC(=O)c2ccccc2F)cc1	-10	-0.9	-6	-25	33	-7	6	-16	-7	-9	-13
O=C(c1ccco1)N1CCN(S(=O)(=O)c2c(Cl)cccc2Cl)CC1	-13	0.7	-11	-12	-29	-18	16	13	8	-8	0
O=C(O)C[C@H]1c2ccccc2S(=O)(=O)N1c1ccccc1	-3	-0.3	-5	8	6	10	7	-9	-4	-4	7
O=C(CC1CCC1)Nc1cccc2c([N+](=O)[O-])cccc12	30	-1.3	8	-4	6	-2	-4	0	/	/	6
Cc1ccccc1N(C)S(=O)(=O)c1ccc2[nH]cc(C(=O)NCC3CCCO3)c(=O)c2c1 (stereo not given)	5	-1.5	1	/	12	-7	9	/	3	1	1
O=C(COC(=O)Cc1ccc([N+](=O)[O-])cc1)NCc1ccc2c(c1)OCO2	11	-0.7	-24	2	13	-7	-4	5	1	0	4
Cc1ccc(C(=O)NCC(=O)N2CCCCCC2)cc1	-38	-1.3	-40	-36	-43	3	-3	-26	-10	-8	1
CCN(CC)c1ccc(Nc2cc3n(c(=O)n2)CCc2cc(OC)c(OC)cc2-3)cc1	-59	-0.7	-55	-31	0	-12	-37	-12	19	-14	0
CC12COC3(C(N)=O)CC1CCC32C (stereo not given)	-2	-1.7	4	-17	5	-2	-4	-4	3	3	3
CCCCn1c(OC(=S)N(CC)CC)cc(C)nc1=S	-10	/	-2	/	24	-9	/	/	/	/	-3
CC(Sc1nc(N2CCOCC2)nc(N2CCOCC2)n1)C(=O)Nc1ccccc1 (stereo not given)	-21	-0.8	0	2	-3	0	-3	-2	10	-1	2
CCOC(=O)c1ccc(N2Cc3ccccc3C2=NC(=O)c2cccs2)cc1	-95	-0.1	-105	-5	-99	3	2	-22	-15	-6	1
Cc1ccc(C(=O)N2CCN(CCNC(=O)C(=O)Nc3ccc(Cl)cc3)CC2)cc1	5	-2.4	8	6	7	1	9	4	1	2	3
CC(C)(C)Cc1nnc(NC(=O)c2cc(-c3ccccc3)nc3ccccc23)s1	-8	5.0	16	-3	-3	11	8	11	-6	12	1
COc1ccc(/C(C)=N/NC(=O)c2nc(C)cc(C)n2)cc1	-61	-0.1	-70	-23	-74	5	-4	-19	-11	2	4
CCc1ccc(OCC(=O)O/N=C(\N)c2cccnc2)cc1	-25	0.5	-10	-9	3	3	-1	2	/	/	-3
CCOC(=O)c1cc(C#N)c(NCc2ccccc2)nc1C	-8	8.8*	-6	-11	-11	-4	-7	-9	1	7	-5
CC(C)=CCN1CCN(CCCn2cccn2)CC1CCO (stereo not given)	4	-1.1	-4	29	10	11	-3	-2	-25	2	3
CC1CSc2nc3sc4c(c3c(=O)n21)CCCC4 (stereo not given)	-12	-3.0	-12	-44	-22	4	4	-2	-10	-5	-6
c1cn(CCCNC2CCCCCCC2)cn1	-13	-1.9	13	-7	15	2	10	-17	-3	-4	15
CN1CCN(NS(=O)(=O)c2ccc(Cl)s2)CC1	4	3.5	12	-23	3	5	11	14	-1	-1	-19

The listing continues:
SMILES	NCOA1 inh	MC4R ag barr	SRC3 inh	SRC2 inh	NR5A2 inv ag	NOD2-RIPK2 inh	MC4R antag cAMP	COUP-TFII inh	EBV LMP1 NFkB	TLR9-MyD88 block	ABHD5-PLIN5 inh
O=C(Nc1ccccc1)c1ccc(NCc2ccco2)c(S(=O)(=O)N2CCOCC2)c1	-2	-0.1	1	19	-8	3	11	3	-12	-6	4
O=C(O)CCC(NC(=O)OCc1ccccc1)C(=O)O (stereo not given)	6	-1.2	2	0	5	-1	12	5	9	5	8
c1ccc(C(c2ccccc2)c2ccn[nH]2)cc1	-16	0.1	-32	8	-2	-1	-1	19	4	-6	-8
Cc1ccccc1NC(=O)Cc1nc(-c2c[nH]c(C(=O)N3CCCC3)c2)cs1	-14	2.7	-3	-40	-43	-7	12	15	15	-5	-1
COc1cccc(N/C(SCc2cccc([N+](=O)[O-])c2)=C(/C#N)C(N)=O)c1	7	-2.1	24	18	10	-1	2	32	-18	-2	11
CCCCOc1ccc(C(=O)NCC(=O)NNC(=O)c2ccco2)cc1	-1	-1.2	-12	-39	6	-4	4	4	17	-3	2
CN(C)c1ccc(NC(=O)Nc2ccc3c(c2)c(=O)n(C)n3-c2ccccc2)cc1	-27	0.5	6	2	13	4	-8	-32	/	/	2
COc1ccc([N+](=O)[O-])cc1NC(C)C	10	-1.3	15	-15	16	13	-3	-1	1	5	0
COCCN1C(=O)c2ccccc2C(C(=O)Nc2ccc3c(c2)OCCO3)C1c1ccc(F)cc1 (stereo not given)	-7	0.3	9	-36	0	-3	5	12	1	-8	4
Cc1nc2scc(C)n2c(=O)c1S(=O)(=O)NCc1ccccc1	19	0.2	5	4	6	-22	19	11	-11	-3	2
CN1CC2(Cc3c1ccc1ccccc31)C(=O)OC(C)(C)OC2=O	-22	-0.5	-9	4	8	-1	2	1	11	-9	-10
Cc1ccc(C)c(NC(=S)NCCN2CCOCC2)c1	-1	-0.3	11	12	11	-6	3	11	-2	-10	3
